OPRM1-OPRD1 ag = agonists of human mu-delta opioid receptor heterodimerization; P35372+P41143; cells, OPRM1-OPRD1 heterodimerization, luminescence; activation, % at 9.3 µM; 340,000 tested, 0.3% active; AID 504326; in the data active = activation above about 18%;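 also: 0% = vehicle-treated cells and 100% = reference agonist; values of inactives mirror those of a sister screen read the other way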
Pemphigus Ab inh = blocks pemphigus antibody binding to human desmoglein-3; DSG3-coupled beads, scFv-anti-DSG3-GFP binding, flow cytometry; active compounds read low; binding (percent of control), % at 10 µM; 310,000 tested, 0.48% active;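 active = binding more than 3 SD below its plate's average and above zero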;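 also: hits lower antibody fragment binding to DSG3; some compounds called inactive have numbers as strong as hits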
Target sequence (P32926 whole entry, looked up, the tested form may be a part): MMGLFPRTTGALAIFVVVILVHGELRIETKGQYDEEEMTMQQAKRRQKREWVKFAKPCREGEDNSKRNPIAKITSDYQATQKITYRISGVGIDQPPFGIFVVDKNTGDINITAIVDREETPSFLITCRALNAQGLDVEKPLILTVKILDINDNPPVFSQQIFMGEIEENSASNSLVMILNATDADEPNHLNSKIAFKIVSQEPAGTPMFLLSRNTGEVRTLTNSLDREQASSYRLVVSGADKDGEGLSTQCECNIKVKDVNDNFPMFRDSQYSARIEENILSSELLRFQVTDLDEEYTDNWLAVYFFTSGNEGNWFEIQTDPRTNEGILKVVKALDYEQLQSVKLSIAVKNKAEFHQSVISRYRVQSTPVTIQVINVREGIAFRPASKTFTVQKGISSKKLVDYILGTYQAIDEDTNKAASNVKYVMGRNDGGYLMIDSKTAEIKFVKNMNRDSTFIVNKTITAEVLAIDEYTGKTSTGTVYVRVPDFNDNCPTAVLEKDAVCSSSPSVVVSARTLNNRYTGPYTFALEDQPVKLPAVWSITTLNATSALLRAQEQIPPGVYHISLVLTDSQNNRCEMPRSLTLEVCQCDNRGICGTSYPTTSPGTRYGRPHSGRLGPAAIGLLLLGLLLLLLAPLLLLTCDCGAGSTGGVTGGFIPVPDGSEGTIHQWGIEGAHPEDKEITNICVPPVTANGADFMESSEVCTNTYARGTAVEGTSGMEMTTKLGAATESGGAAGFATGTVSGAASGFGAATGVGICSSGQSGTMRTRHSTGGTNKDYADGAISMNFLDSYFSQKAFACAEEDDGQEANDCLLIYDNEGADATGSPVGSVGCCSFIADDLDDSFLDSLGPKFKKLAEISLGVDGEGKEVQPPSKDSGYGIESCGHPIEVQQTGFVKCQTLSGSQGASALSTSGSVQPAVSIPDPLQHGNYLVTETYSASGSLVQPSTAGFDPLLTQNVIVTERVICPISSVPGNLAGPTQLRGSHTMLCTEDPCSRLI
cardiac RTF act = cardiac RTF calcium sensitization; activation, % at 7.2 µM; 340,000 tested, 0.24% active; P19429+P45379; AID 493008; IANBD-labeled TnC RTF fluorescence at EC20 calcium; 0% EC20 calcium, 100% full calcium;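 active = activation above the mean over all tested compounds plus 3 SD, cut at about 30% in these data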;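 also: rise in fluorescence read as greater calcium sensitivity of cardiac thin filaments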
Arr AP2 block = human beta-arrestin and AP2 interaction inhibition. FITC-arrestin peptide / GST-AP2 beads, flow cytometry; AP2 beta2 appendage carries R879A mutation. inhibition, % at 10 µM. 340,000 tested, 0.31% active;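 active = inhibition above a set limit, near 3 SD of compounds lacking own fluorescence, cut at about 54% in these data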;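 also: plate controls were DMSO wells for no effect and 5 µM unlabelled arrestin peptide for full effect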
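Material – AP2 appendage R879A on GSH beads · Buffer or medium – PBS with 0.05% Tween 20 and 0.1% BSA · Probe or stimulus – fluorescein-tagged arrestin peptide at 50 nM final · Incubation – compound with beads 12 min RT, then probe 1 h RT · Detection – high-throughput flow cytometry of beads, ex 488, em 535 nm · Evaluation – percent response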
Cardiac RTF inh = cardiac RTF calcium desensitization | P19429+P45379 | 340,000 tested, 0.12% active | IANBD-labeled cardiac RTF, Ca2+ fluorescence | inhibition, % at 7.15 µM;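 active = inhibition above the mean inhibition of all tested compounds plus 3 SD, cut at about 17% in these data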;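 also: assay run at fixed EC70 calcium of 1.6 mM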
MOR-DOR inv ag = inverse agonist of human OPRM1-OPRD1 heterodimerization | P35372+P41143 | cell-based MOR-DOR heterodimer luminescence, inverse agonism | inhibition, % at 9.3 µM | 340,000 tested, 0.21% active | AID 504357; in the data active = inhibition above about 22%, passing the limit was not always enough;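 also: 0% = cells with DMSO and 100% = wells without cells with DMSO; values of inactives mirror those of a sister screen read the other way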
V-ATPase pH = yeast V-ATPase proton transport regulation by pHLuorin; S. cerevisiae, pHLuorin cytosolic pH fluorescence; response, % at 10 µM; 350,000 tested, 0.37% active; AID 504577; in the data active = response mostly above about 7.3%, no sharp cut-off; inactive = mostly below about 5.4%; also: actives read high; inactives centre near 0; some compounds called inactive have numbers as strong as hits; reference of the scale not given here
Keap1-Nrf2 PPI = inhibitors of human Keap1-Nrf2 protein-protein interaction. Q14145. Keap1 Kelch-Nrf2 peptide fluorescence polarization, 1536-well. inhibition, % at 9.4 µM. 340,000 tested, 0.15% active. AID 504523; in the data active = inhibition above about 12%;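 also: human Keap1 Kelch domain with fluorescein labeled Nrf2 9mer peptide probe; 0% = neutral control wells and 100% = peptide positive control; higher means more block of Keap1 binding to Nrf2 peptide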
Wnt act = activates Wnt/beta-catenin signaling in a reporter cell assay; 300,000 tested, 1.2% active; activator, plate reader; activation, % at 9.35 µM; in the data active = activation above about 30%, passing the limit was not always enough;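 also: 0% = neutral control wells and 100% = positive control wells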
C-LANA FP = inhibitors of KSHV LANA C-terminal domain DNA binding; 340,000 tested, 0.078% active; inhibition, % at 9 µM; MBP-C-LANA/FAM-LBS DNA binding, fluorescence polarization;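 active = highest replicate inhibition at or above 60% at 9 µM, even if other replicates fall short; inactive = all replicates below 60% inhibition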;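 also: 0% = neutral control wells and 100% = 4 µM acridine orange control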
* hit, by the source's call; nt = not tested or not shown.

SMILES	OPRM1-OPRD1 ag	Pemphigus Ab inh	cardiac RTF act	Arr AP2 block	Cardiac RTF inh	MOR-DOR inv ag	V-ATPase pH	Keap1-Nrf2 PPI	Wnt act	C-LANA FP
O=C(C1CCN(S(=O)(=O)c2ccccc2F)CC1)N1CCN(Cc2ccc3c(c2)OCO3)CC1	-1.5	103.6	-5.6	6.7	-2.5	8.0	-0.1	-1.5	-2.7	-0.1
Cc1ccc(NC(=O)CCC(=O)NNC(=O)NC2CCCCC2)c(C)c1	-2.6	97.7	-4.9	6.7	-9.7	12.9	-3.3	0.3	-0.3	-0.6
Nc1cc(=O)[nH]c(SCC(=O)NCCC2=CCCCC2)n1	-3.3	89.8	-1.5	-8.3	-3.4	17.4	-0.1	-0.6	-6.3	-0.7
CN(CC(=O)N1CCCCCC1)S(=O)(=O)c1ccc(Br)cc1	0.1	112.9	8.8	9.3	-12.9	-0.8	-3.3	-1.4	9.8	1.0
COc1cc(NC2c3ccccc3C(=O)N2Cc2ccc3c(c2)OCO3)cc(OC)c1OC (stereo not drawn)	-2.7	101.3	-2.7	0.0	4.6	15.8	-1.4	-4.9	3.3	0.0
O=C(Oc1ccc(C(=S)N2CCOCC2)cc1)c1cccc(Cl)c1	2.5	95.0	-0.5	-12.0	-2.8	-12.2	1.5	-4.8	-1.5	-0.7
CC(=O)c1cccc(NC(=O)COC(=O)c2ccccc2C)c1	-0.1	130.6	-4.2	-3.9	-2.0	1.1	6.4	-0.5	17.1	0.5
COc1ccc(C(=O)NCC(=O)OCc2ccc(F)cc2)cc1	-2.8	103.5	1.8	27.0	-15.3	16.1	1.2	2.1	1.2	-1.3
NC(=O)C1CCN(C(=O)CSc2nc3ccccc3[nH]2)CC1	-2.1	86.9	-3.8	-14.7	2.1	12.1	0.6	0.1	-4.0	1.8
Cc1ccc(-n2nnnc2SCC(=O)NNC(=O)c2ccco2)c(C)c1	-2.6	103.4	1.1	-1.5	4.8	14.8	4.6	-4.9	-1.0	0.1
COc1cc2nc(NC(=O)c3ccc(Cl)cc3)sc(=O)c2cc1OC	-1.6	111.4	-5.9	-1.0	-2.7	7.2	-2.8	1.4	-3.4	-0.9
NC1=NC(=O)/C(=C\c2cccnc2)S1	-2.8	104.2	0.2	34.3	1.8	14.9	-2.6	0.4	-2.3	0.7
O=C(CCOc1ccccc1)Nc1ccnn1C1CCN(Cc2ccccc2)CC1	-1.5	94.8	-0.1	38.4	-5.6	7.7	1.4	4.9	1.2	0.1
O=C(/C=C/c1cccs1)c1cc(Cl)ccc1OC(=O)N1CCOCC1	-1.0	104.7	4.6	16.6	-8.8	5.3	-4.3	-5.7	-11.6	0.1
COc1ccccc1CNC(=O)C/C(C)=N/NC(=O)Cc1ccc(OC)c(OC)c1	-1.5	106.9	-2.0	-18.5	-5.2	8.2	-0.7	-2.8	nt	-1.9
CCCC(CCC)C(=O)Nc1c[nH]c(=O)[nH]c1=O	0.7	100.9	0.1	9.4	1.6	-3.8	3.2	-4.1	nt	-0.9
CC1=C2C3OC(=O)C(C)C3CCC2(C)C=CC1=NO (stereo not drawn)	-2.6	93.8	-0.9	0.3	3.7	13.0	0.9	-3.9	-0.3	2.0
CC1CC(C)CN(c2nc3c(c(=O)[nH]c(=O)n3C)n2CCCSc2nc3ccccc3s2)C1 (stereo not drawn)	-2.1	96.0	-8.2	1.2	1.8	11.0	-3.9	2.4	-5.9	-2.5
CCN(CC)S(=O)(=O)c1ccc(C(=O)NCc2n[nH]c(=S)n2Cc2ccccc2)cc1	3.7	106.5	5.3	0.7	-9.2	-19.5	-1.8	-1.7	-1.1	0.0
CN1CCc2nc(NC(=O)c3cccc(S(=O)(=O)N4CCc5ccccc54)c3)sc2C1	-1.2	98.4	9.3	13.0	-1.5	6.6	4.8	-8.2	nt	0.8
CC(C)(Oc1ccc(Cl)cc1)C(=O)NCC(c1ccco1)N1CCCCC1 (stereo not drawn)	7.2	100.7	-9.2	3.8	-4.9	-46.2	2.9	2.3	0.7	0.2
O=C(CSc1nc2cc(Cl)ccc2o1)NCCc1ccccc1	4.5	106.6	1.4	-2.0	-5.3	-23.9	0.1	-4.7	nt	-0.4
Cc1csc(CNc2ncnc3ccc(-c4ccoc4)cc23)c1	0.4	95.4	0.5	5.6	1.2	-2.5	0.8	1.4	-7.3	-2.6
CCCCCCc1nc2ccccc2c(=O)n1N	-0.7	nt	-0.5	2.2	-7.9	3.2	0.4	-1.6	2.3	3.8
CN1/C(=C/c2cccc[n+]2C)Sc2ccccc21	-1.4	87.7	5.0	-33.5	-0.8	7.6	-1.0	0.2	1.7	1.9

Overlap with the part before: 2 entries; new compounds follow.
SMILES	OPRM1-OPRD1 ag	Pemphigus Ab inh	cardiac RTF act	Arr AP2 block	Cardiac RTF inh	MOR-DOR inv ag	V-ATPase pH	Keap1-Nrf2 PPI	Wnt act	C-LANA FP
CCCCCCc1nc2ccccc2c(=O)n1N	-0.7	nt	-0.5	2.2	-7.9	3.2	0.4	-1.6	2.3	3.8
CN1/C(=C/c2cccc[n+]2C)Sc2ccccc21	-1.4	87.7	5.0	-33.5	-0.8	7.6	-1.0	0.2	1.7	1.9
CC(=O)Nc1ccccc1C(=O)N1CCN(c2cccc(C)c2C)CC1	0.3	97.2	1.1	-6.0	-9.0	-1.3	0.1	-0.9	2.5	0.0
O=C(NCCc1c[nH]c2ccccc12)C(=O)NCC(c1ccco1)N1CCN(c2ccccc2)CC1 (stereo not drawn)	3.3	nt	-1.4	-2.3	5.8	-18.2	-3.2	2.6	nt	1.0
O=C1CCCN1CCCNc1ncnc2sccc12	-3.6	96.5	5.2	34.9	-8.8	16.5	-2.0	1.4	-1.9	-0.3
CC(NC(=O)Nc1cccnc1)(C(F)(F)F)C(F)(F)F	-2.0	109.5	7.2	-1.5	-7.1	10.8	3.2	-4.3	-1.1	1.2
CN(CC(=O)O)c1ccc(S(=O)(=O)N2CCOCC2)cc1[N+](=O)[O-]	-1.4	101.7	1.1	-27.6	-4.7	7.5	0.6	-2.3	-0.3	0.8
CCC(CO)Oc1cc(NC(=O)Cc2ccccc2F)c2ncn(C(C)C)c2c1 (stereo not drawn)	-1.4	105.3	0.9	-4.1	-3.6	8.1	-8.1	-1.3	-2.2	-0.9
CCOc1ccc(NC(=S)N(CCOC)C(C)c2ccco2)cc1 (stereo not drawn)	-2.6	94.0	-2.4	-20.5	-3.0	13.9	-0.3	-2.2	7.4	-0.5
Cc1nn(CC(=O)NCCCN2CCC(N3CCCCC3)CC2)c(=O)c2cc(-c3ccccc3)nn12	-1.9	nt	-1.7	-10.4	-0.6	10.1	4.4	-3.6	-5.2	2.7
Cc1c(Cl)cccc1NC(=O)c1cccc(OC(F)F)c1	0.2	102.4	5.3	-7.5	-5.9	-0.9	0.5	-4.0	7.0	0.7
Cc1cc(C(=O)CN2C(=O)C3CC=CCC3C2=O)c(C)n1-c1ccccc1 (stereo not drawn)	-3.2	nt	-3.0	3.6	2.5	16.3	4.8	-2.0	48.1*	-0.8
CC(C)c1nnc(NC(=O)c2cnccn2)s1	-2.2	98.4	-1.3	19.2	-1.9	11.1	-2.9	0.5	nt	0.4
COc1ccc(-c2c(C)n([O-])c(C)c(C)[n+]2=O)cc1OC	-2.3	94.8	-2.1	24.9	-3.5	13.3	-3.0	0.7	nt	1.1
Cc1c2cnn(CC(=O)NCc3ccccn3)c(=O)c2c(C)n1Cc1ccccc1	-0.8	94.9	-1.7	5.2	-3.0	4.7	-0.8	4.2	5.0	0.8
C/C(=N\NC(=O)c1ccco1)c1cc(Cl)sc1Cl	-0.3	99.7	1.0	0.3	3.9	1.6	4.2	-2.1	13.9	-0.8
CC(=O)N(C)c1ccc(NC(=S)Nc2ccc(C(C)C)cc2)cc1	-0.8	98.6	-0.3	13.9	-8.2	4.1	0.9	-6.4	1.4	-0.5
CCC(C)NC(=O)C(Cc1ccccc1)NS(=O)(=O)c1ccc2c(c1)oc(=O)n2C (stereo not drawn)	-1.6	98.8	1.0	-1.1	-2.9	7.9	2.9	0.1	-0.2	-2.0
Cc1cc(NC(=O)c2ccc3c(c2)C(=O)N(C)C3=O)no1	-2.6	113.4	8.2	0.4	0.1	15.1	1.5	-1.5	10.6	0.1
CC(C)C(=O)Nc1nnc(CCN2CCOCC2)s1	-1.9	103.4	-4.4	6.4	3.3	9.8	7.5	-6.1	nt	-1.0
Cc1ccc(CNC(=O)CN2CCCC(C)C2)cc1 (stereo not drawn)	-2.1	102.2	4.6	5.2	-3.5	9.0	-2.2	-2.0	nt	-2.1
Cn1c2ccccc2c2cc(/C=N/NC(=O)c3cc(O)ccc3O)ccc21	2.9	nt	-4.1	22.7	-1.8	-16.6	-8.1	2.9	0.6	-1.5
C=CCOC(=O)C1=C[C@H](c2csc3ccccc23)C[C@H](OCc2ccc(CO)cc2)O1	-0.1	99.5	-3.0	-1.9	-17.6	0.3	-4.2	16.9*	-1.5	43.8
COc1ccc(NC(=O)CCCN2C(=O)/C(=C\c3ccco3)SC2=S)cc1	0.0	94.5	4.9	15.4	-8.0	0.2	0.3	-5.9	nt	1.1
CC(/C=N/N1CCN(Cc2ccccc2)CC1)=C\c1ccccc1	2.6	112.3	2.8	6.3	-2.1	-13.5	-1.2	-4.2	0.3	1.5
Cn1c(=O)[nH]c(=O)c2c1nc(N1CCOCC1)n2CCSc1nnnn1-c1ccccc1	-0.3	90.3	7.4	5.4	1.2	1.8	6.0	-5.0	-0.1	0.9
O=C(CNc1ccccc1)NN=C1CCCC1	-0.6	100.2	-1.1	18.6	-3.3	2.8	0.1	2.3	0.3	0.8
CCOC(=O)C1=CC[C@H]2c3c(c4ccccc4n3C)C(=O)C1N2C	0.3	100.1	4.4	-2.4	-13.2	-1.8	1.9	-3.7	-0.5	-1.6
Cc1cc(C)nc(SCC(=O)Nc2sc3c(c2C#N)CCC(C)C3)n1 (stereo not drawn)	3.0	100.5	-6.7	-2.9	-0.1	-17.4	-1.8	5.1	nt	0.6

Random excerpt: two records from the list, in no set order.
SMILES	OPRM1-OPRD1 ag	Pemphigus Ab inh	cardiac RTF act	Arr AP2 block	Cardiac RTF inh	MOR-DOR inv ag	V-ATPase pH	Keap1-Nrf2 PPI	Wnt act	C-LANA FP
O=C(Oc1ccc(C(=S)N2CCOCC2)cc1)c1cccc(Cl)c1	2.5	95.0	-0.5	-12.0	-2.8	-12.2	1.5	-4.8	-1.5	-0.7
CC(=O)c1cccc(NC(=O)COC(=O)c2ccccc2C)c1	-0.1	130.6	-4.2	-3.9	-2.0	1.1	6.4	-0.5	17.1	0.5

Bioassay records: PubChem, several laboratories

Rows are unselected; about 3.1% have a hit in one of these screens.
